# From PubChem
# mIAP inh: blocks mouse intestinal alkaline phosphatase. 330,000 compounds, 0.2% hits. purified mouse IAP, CDP-Star luminescence, 30 min. inhibition, % at 10 µM. AID 2806;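 active = inhibition of at least 40% at 10 µM in the primary screen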;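 note: plate controls were DMSO with enzyme for no effect and no enzyme wells for full effect; values of inactives mirror those of a sister screen read the other way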
# SENP1 inh: SENP1 (human) catalytic domain inhibition; inhibition, % at 10 µM; AID 624204; Q9P0U3; 360,000 compounds, 0.21% hits; recombinant SENP1 catalytic domain, CyPet-SUMO1-YPet FRET cleavage;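 active = inhibition at least 30% at 10 µM, raw YFP signal under a set limit, fluorescence ratio 0.5 to 1.5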;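 note: 0% = enzyme with DMSO and 100% = no enzyme wells; some results filed as inactive read as strong as hits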
#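 Test system: hSENP1 catalytic domain, recombinant; Amount: 20 pM final SENP1 enzyme; Medium: Tris pH 8 buffer plus EDTA, NaCl, BME, BSA, NP40, catalase; Schedule: 50 min enzyme reaction, room temperature, light-protected; Technique: FRET fluorescence in CFP and YFP emission channels; Controls: no-enzyme wells low, DMSO-plus-enzyme wells high control.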
# NLRP3 yeast inh: NALP3 inhibition in yeast; Yeast reconstituted NLRP3/ASC/caspase-1, beta-gal luminescence, 24 h; inhibition, % at 10 µM; 330,000 compounds, 0.39% hits; AID 2825;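 active = inhibition of 50% or more; inactive = inhibition below 50%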;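 note: plate controls were induced DMSO wells for no effect and uninduced yeast grown without galactose for full effect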
# hIAP inh: blocks human intestinal alkaline phosphatase; inhibition, % at 10 µM; 330,000 compounds, 0.12% hits; purified IAP, CDP-Star luminescence, 30 min;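 active = inhibition reaching a set limit with compound at 10 µM in the primary screen, cut at about 35% in these data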;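 note: plate controls were DMSO wells with enzyme for no effect and no-enzyme buffer wells for full effect; values of inactives mirror those of a sister screen read the other way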
# Target sequence (P09923 whole entry, looked up): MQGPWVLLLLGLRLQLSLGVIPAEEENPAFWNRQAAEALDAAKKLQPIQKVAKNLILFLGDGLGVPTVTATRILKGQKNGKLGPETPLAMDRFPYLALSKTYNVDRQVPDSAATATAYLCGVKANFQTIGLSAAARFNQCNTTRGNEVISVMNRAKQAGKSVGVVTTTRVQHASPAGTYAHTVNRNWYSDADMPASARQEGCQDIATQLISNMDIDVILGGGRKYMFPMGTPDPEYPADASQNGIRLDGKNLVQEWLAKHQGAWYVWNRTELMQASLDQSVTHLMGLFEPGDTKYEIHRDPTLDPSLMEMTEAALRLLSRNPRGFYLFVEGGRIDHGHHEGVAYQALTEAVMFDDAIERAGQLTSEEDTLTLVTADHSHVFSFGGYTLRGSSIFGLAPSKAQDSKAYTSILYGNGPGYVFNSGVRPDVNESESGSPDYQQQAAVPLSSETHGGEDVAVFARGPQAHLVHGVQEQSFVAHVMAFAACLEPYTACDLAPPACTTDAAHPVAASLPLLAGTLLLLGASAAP
# A3G deaminase: blocks human APOBEC3G single-stranded DNA deamination | Q9HC16 | recombinant A3G, ssDNA deamination FAM/TAMRA fluorescence | inhibition, % at 20 µM | 330,000 compounds, 0.28% hits | AID 493012;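 active = inhibition of at least 40% at 20 µM, with no more than 30% in the related APOBEC3A deaminase screen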;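 note: plate controls were DMSO wells with A3G for no effect and wells lacking A3G enzyme for full effect; some compounds called inactive have numbers as strong as hits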
# Target sequence (Q9HC16 whole entry, looked up): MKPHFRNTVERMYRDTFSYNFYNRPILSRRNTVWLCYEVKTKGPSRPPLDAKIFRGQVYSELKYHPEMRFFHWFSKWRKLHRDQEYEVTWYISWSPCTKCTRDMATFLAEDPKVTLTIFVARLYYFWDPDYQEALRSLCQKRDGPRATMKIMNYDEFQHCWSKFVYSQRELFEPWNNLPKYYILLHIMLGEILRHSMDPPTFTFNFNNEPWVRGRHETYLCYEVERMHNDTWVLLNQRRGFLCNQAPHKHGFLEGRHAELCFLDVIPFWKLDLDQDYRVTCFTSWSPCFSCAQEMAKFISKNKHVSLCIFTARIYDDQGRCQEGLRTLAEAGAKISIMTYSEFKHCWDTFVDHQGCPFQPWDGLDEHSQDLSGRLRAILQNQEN
# hIAP act: increases human intestinal alkaline phosphatase activity; P09923; purified human IAP, CDP-Star luminescence, 30 min; active compounds read high; 1 = vehicle-only enzyme, 0 = enzyme-free background; activation factor at 10 µM; 330,000 compounds, 0.16% hits;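 active = activation factor of the enzyme at least 2-fold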; note: the source names both 10 and 20 µM as test concentration; values of inactives mirror those of a sister screen read the other way
# APOBEC3A inh: inhibitors of human APOBEC3A DNA deaminase; P31941; recombinant A3A, FAM/TAMRA ssDNA deamination fluorescence; inhibition, % at 20 µM; 330,000 compounds, 0.41% hits;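 active = at least 40% inhibition at 20 µM here, with at most 30% in a related deaminase screen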;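 note: plate controls were A3A with DMSO for no effect and wells lacking A3A enzyme for full effect; some results filed as inactive read as strong as hits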
# beta cell repl: inducers of beta-cell replication in MIN6 cells; 330,000 compounds, 0.29% hits; MIN6 cells proliferation, ATPlite luminescence, 48 h; cells starved in 0.2% serum; 100% = growth in 10% serum; proliferation, % at 10 µM;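 active = compounds whose signal lies at least 3.5 SD above the mean of all wells on their plate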;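 note: 0% = DMSO-treated cells in low-serum medium and 100% = 10% serum control; some compounds called inactive have numbers as strong as hits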
# mIAP activ: increases mouse intestinal alkaline phosphatase activity; muIAP, CDP-Star luminescence, 30 min; active compounds read high; 1 = vehicle-only enzyme signal, 0 = enzyme-free wells; activation factor at 10 µM; 330,000 compounds, 0.24% hits;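 active = activation factor of at least 2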; note: the source names both 10 and 20 µM as test concentration; values of inactives mirror those of a sister screen read the other way
#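 Assay system: mouse IAP enzyme; Reagent: CDP-Star chemiluminescent phosphatase substrate; Compound: DMSO-dissolved test compounds; Incubation: 30 min, room temperature; Technique: luminescence from enzymatic CDP-Star hydrolysis; Controls: DMSO-only wells and no-enzyme negative control.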
# * marks the source's active call; other numbers are inactive results; & = joins results of further samples.
Molecule,mIAP inh,SENP1 inh,NLRP3 yeast inh,hIAP inh,A3G deaminase,hIAP act,APOBEC3A inh,beta cell repl,mIAP activ
CCn1c(SCC(=O)N2CCN(c3ccc(F)cc3)CC2)nc2ccccc2c1=O,-1.9,-0.7,18.7,3.3,-0.4,0.967,3.4,-1.9,1.02
C1CCCN(CCCCN2CCCCCC2)CC1,1.1,1.8,8.6,-3.0,-4.0,1.03,-0.9,0.5,0.989
COC(Cc1nnc(SC)n1-c1ccc(Cl)cc1)OC,-1.9,1.2,19.2,3.6,-3.9,0.964,0.2,0.3,1.02
Cc1cccc(CCNC(=O)Cn2ncc3c([nH]c4ccccc43)c2=O)c1,-1.8,0.6,-5.6,28.4,-7.4,0.716,-5.7,-2.0,1.02
ClCc1nc2ccccc2c2ccccc12,8.9,-3.5,-0.7,7.5,-6.8,0.925,-3.0,-3.7,0.911
CCN1CCC(NC(=O)c2cc(OC)c(OC)cc2OC)CC1,-4.9,3.1,10.5,0.5,-3.5,0.995,-1.7,-0.7,1.05
CSCCC(NS(=O)(=O)c1ccccc1F)C(=O)NCc1cccnc1 (stereo not given),4.9,0.1,24.8,3.7,-11.3,0.963,-3.6,-2.7,0.951
Cc1ccc(S(=O)(=O)C2CCOC2=O)cc1 (stereo not given),16.7,2.1,3.1,0.7,0.7,0.993,1.8,3.0,0.833
CC(/C=C/c1ccccc1)=N\Nc1ccccc1[N+](=O)[O-],17.1,3.5,15.5,23.2,-3.8,0.768,-0.2,-2.8,0.829
Cc1ccc(C2CC(=O)N3CN(c4ccc(Br)cc4)CSC3=C2C#N)o1 (stereo not given),60.8*,-33.9,-8.4,-47.1,71.8,1.47,63.0,-1.0,0.392

# 4 entries drawn at random from the list so far, as already listed:
Molecule,mIAP inh,SENP1 inh,NLRP3 yeast inh,hIAP inh,A3G deaminase,hIAP act,APOBEC3A inh,beta cell repl,mIAP activ
ClCc1nc2ccccc2c2ccccc12,8.9,-3.5,-0.7,7.5,-6.8,0.925,-3.0,-3.7,0.911
CCn1c(SCC(=O)N2CCN(c3ccc(F)cc3)CC2)nc2ccccc2c1=O,-1.9,-0.7,18.7,3.3,-0.4,0.967,3.4,-1.9,1.02
Cc1cccc(CCNC(=O)Cn2ncc3c([nH]c4ccccc43)c2=O)c1,-1.8,0.6,-5.6,28.4,-7.4,0.716,-5.7,-2.0,1.02
Cc1ccc(C2CC(=O)N3CN(c4ccc(Br)cc4)CSC3=C2C#N)o1 (stereo not given),60.8*,-33.9,-8.4,-47.1,71.8,1.47,63.0,-1.0,0.392

# (cont.)
Molecule,mIAP inh,SENP1 inh,NLRP3 yeast inh,hIAP inh,A3G deaminase,hIAP act,APOBEC3A inh,beta cell repl,mIAP activ
COc1cc2sc(-c3ccccc3OC)c(-c3ccc(O)cc3)c2cc1OC,-6.7,0.7,18.3,-6.2,12.4,1.06,0.3,-6.1,1.07
COCCn1c(SCC(=O)Nc2ccc(Cl)cn2)nnc1-c1ccncc1,-7.4,-3.3,-3.8,-18.3,-10.1,1.18,-5.3,-3.6,1.07
Cc1cc(C(=O)OCC(=O)N(C)c2c(N)n(Cc3ccccc3)c(=O)[nH]c2=O)c(C)n1-c1ccccc1,-4.8,2.4,6.3,13.5,-1.1,0.865,-1.2,-3.5,1.05
CC1=NC(=O)C(N=Nc2ccccc2C(=O)O)N1c1ccccc1 (stereo not given),12.3,5.9,25.6,19.3,-6.2,0.807,-2.8,-1.9,0.877
CC(C)(C)NC(=O)C(c1ccncc1)N(C(=O)c1csnn1)C1CC1 (stereo not given),5.8,0.9,17.8,3.8,0.9,0.962,0.8,0.0,0.942
COc1cc2nc(N3CCN(C(=O)C4CCCO4)CC3)nc(N)c2cc1OC (stereo not given),-11.3&-9.8,3.4&1.8,5.0&10.8,8.9&-10.7,-7.0&-0.3,0.911&1.11,-0.6&0.0,-1.3&0.9,1.11&1.1
CCC(=O)N(CCc1ccccc1C)Cc1cc2cc3c(cc2[nH]c1=O)OCO3,3.0,-0.4,2.1,5.1,-3.9,0.949,-1.9,-2.1,0.97
N#Cc1c(-c2ccc(Br)cc2)nc2n(c1=O)CCCS2,-1.9,-5.3,-9.3,-0.2,-2.7,1,-4.0,-2.0,1.02
Cc1ccc(C(=O)N/C(=C/c2ccc(Cl)cc2)C(=O)Nc2cccc(C(=O)O)c2)cc1,-7.5,0.2,9.4,21.1,-1.6,0.789,2.8,0.2,1.07
COc1ccc(NC(=O)CN(C)C(=O)c2cc(S(=O)(=O)N(C)C)ccc2N2CCCC2)cc1,-1.5,-0.8,6.9,-10.3,-8.4,1.1,12.1,-0.9,1.01
CCNC(=O)N(C)c1nncnc1C(=O)NC,-6.6,1.5,-20.2,-22.9,-2.9,1.23,-2.1,3.6,1.07
COc1ccc(NC(=O)CSc2ncccc2C(=O)OC(C)C)cc1OC,1.7,0.8,10.0,-3.8,-2.4,1.04,1.5,-5.0,0.983
O=C(Cc1cccs1)N/N=C/C(Br)=C/c1ccccc1,14.8,-2.0,6.4,20.6,-6.4,0.794,6.2,-1.7,0.852
COc1ccccc1N1CCN(C(=O)c2ccc(Cl)c(S(=O)(=O)NCc3ccco3)c2)CC1,-10.3,-1.0,-6.0,7.1,0.4,0.929,4.4,1.2,1.1
CN([C@@H](Cc1ccc(OS(=O)(=O)c2cccc3cnccc23)cc1)C(=O)N1CCN(c2ccccc2)CC1)S(=O)(=O)c1cccc2cnccc12,1.7,-3.1,15.8,-2.5,12.6,1.02,7.5,-6.5,0.983
CN(C)CCNC(=O)c1ccc(Sc2ccc(Br)cc2)c([N+](=O)[O-])c1,3.1,2.3,17.0,1.3,-4.6,0.987,-1.8,-6.5,0.969
CCCCCCCCNC(CO)(CO)CO,-7.2,0.6,19.1,-2.3,2.8,1.02,4.5,-2.4,1.07
Cn1c(SCC(=O)Nc2ccc(Cl)cn2)nnc1C1CC1,-2.3,0.9,-0.1,8.1,-8.9,0.919,-3.7,-1.9,1.02
CCn1c(=O)c(NC(=O)c2ccccc2)c2n(c1=S)CCCCC2,3.0,1.8,31.3,-6.8,-4.3,1.07,-3.5,-3.2,0.97
O=C(CSc1ncnc2sccc12)N1CCCCC1,-4.3,-3.7,13.3,-9.5,-6.6,1.09,-3.8,6.1,1.04

# Part of the list above, showing only beta cell repl, NLRP3 yeast inh and mIAP activ:
SMILES	beta cell repl	NLRP3 yeast inh	mIAP activ
CCn1c(=O)c(NC(=O)c2ccccc2)c2n(c1=S)CCCCC2	-3.2	31.3	0.97
O=C(Cc1cccs1)N/N=C/C(Br)=C/c1ccccc1	-1.7	6.4	0.852

# Following part:
Molecule,mIAP inh,SENP1 inh,NLRP3 yeast inh,hIAP inh,A3G deaminase,hIAP act,APOBEC3A inh,beta cell repl,mIAP activ
COc1ccc(-n2nnnc2CNC(=O)C2CC(=O)N(c3ccc(Cl)cc3)C2)cc1 (stereo not given),1.4,0.5,10.0,9.1,2.4,0.909,2.5,-4.7,0.986
CC1SCC(NC(=O)c2cccc(Cl)c2)CS1 (stereo not given),-5.9,1.6,8.3,7.8,-6.2,0.922,-2.0,1.1,1.06
Cc1csc(NC(=O)CSc2nc(=O)[nH]c3c2CCCC3)n1,9.2,1.9,9.6,-24.3,-3.2,1.24,-3.2,-2.8,0.908
Cc1ccccc1NC(=O)C1CC(Cl)=CCC1C(=O)O (stereo not given),4.6,1.6,-12.5,-8.9,-7.6,1.09,0.0,-0.7,0.954
Cc1ncc(S(=O)(=O)c2ccccc2)c(-c2ccc(Cl)cc2Cl)n1,11.9,0.8,25.1,9.4,-6.9,0.906,-2.2,-0.3,0.881
O=C(CN1CCC(n2nnc3cc(C(F)(F)F)ccc32)CC1)Nc1ccc2c(c1)OCCO2,1.7,1.4,14.7,5.3,-7.0,0.947,-3.8,-1.3,0.983
COCc1nnc(NC(=O)c2cccs2)s1,3.6,1.8,13.0,4.4,-1.5,0.956,-2.2,-2.4,0.964
COc1cccc(C2=N/C(=C\N(C)C)C(=O)O2)c1,-3.2,-0.4,29.1,-72.8,-6.6,1.73,-6.2,-0.4,1.03
CC(NC(=O)c1nn(C)c(=O)c2ccccc12)c1ccc(F)cc1 (stereo not given),-0.8,1.6,-17.6,-3.7,-1.3,1.04,4.7,2.5,1.01
O=C(O)CCSc1nc2ccccc2s1,3.5,3.7,-3.1,3.4,-9.1,0.966,-9.4,-1.2,0.965
CCC(C)(C)C1CCC2(CC1)NC(=O)N(CC(=O)NC(C)CCc1ccccc1)C2=O (stereo not given),-1.2,-1.3,1.6,-4.9,-10.5,1.05,9.4,-4.6,1.01
CCOC(=O)NC1(C(F)(F)F)NC(=O)N(c2cccc(C(F)(F)F)c2)C1=O (stereo not given),2.5,1.7,-3.0,-7.0,-6.5,1.07,-2.2,0.0,0.975
Oc1cccc(-c2nc3ccccc3s2)c1,7.2,-1.3,72.9*,12.8,-1.7,0.872,-1.2,-3.3,0.928
N#CCCN(C1CCCCC1)S(=O)(=O)c1cccc2nsnc12,-5.1,0.1,-14.1,0.2,-1.3,0.998,-0.2,-2.9,1.05
CCOc1ccc(S(=O)(=O)N2CCC(C(=O)NCc3cccnc3)CC2)cc1,-0.1,-0.7,16.9,2.5,-2.8,0.975,1.8,-1.2,1
CC#CCN1c2ccccc2[C@]23C[C@@H](C(=O)OC)N(C(=O)C4CCC4)C2=NC(C(=O)OC)=C(C(=O)OC)[C@H]13,-0.9,0.3,-1.0,3.3,-8.1,0.967,-3.3,-5.6,1.01
COc1ccc(N2CCN(CCCNC(=O)Cn3c(=O)c4cccn4c4ccccc43)CC2)cc1,-7.0,2.2,11.5,5.6,5.5,0.944,-1.9,-1.9,1.07
COc1cc(C(=O)OCC(=O)N2CC(C)OC(C)C2)cc(OC)c1OC (stereo not given),0.0,-0.1,-11.2,3.2,-1.6,0.968,-4.2,0.0,1
N#C/C(=C\c1ccc(/C=C(/C#N)c2nn(CCO)c(N)c2C#N)cc1)c1nn(CCO)c(N)c1C#N,9.7,37.9*,-3.4,5.3,-7.5,0.947,-1.2,0.5,0.903
O=C(NCCC1=CCCCC1)c1cc(COc2ccc(F)cc2Cl)on1,4.9,0.4,21.7,-4.9,6.2,1.05,2.6,-3.1,0.951
C[C@@H]1CN([C@@H](C)CO)C(=O)c2cccc(NC(=O)C3CCCCC3)c2O[C@@H]1CN(C)C(=O)NC1CCCCC1,-8.0,1.7,13.0,-29.1,24.5,1.29,3.5,-2.2,1.08
NS(=O)(=O)c1ccc(Nc2c([N+](=O)[O-])cncc2[N+](=O)[O-])cc1,17.5,1.7,19.0,7.2,-6.0,0.928,-2.7,-2.5,0.825
CC1(C)CC(=O)C2=C(C1)Nc1ncnn1C2c1cccs1 (stereo not given),0.3,-2.9,-1.2,-14.9,-6.8,1.15,5.6,-1.1,0.997
COc1ccc2cnn(-c3ccc(OC(F)(F)Cl)cc3)c(=O)c2c1OC,3.2,1.1,20.3,-4.4,-8.9,1.04,-0.5,-1.7,0.968

# This is a subset (hit frequency here may not be typical).
